Bioassay records (PubChem BioAssay)
Fam108B inh – counter-screen for RBBP9 inhibitors: inhibitors of mouse Fam108B; recombinant Fam108B, FP-Rh probe fluorescence polarization; inhibition, % at 9.51 µM; 300,000 tested, 0.33% active; AID 1947;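 active = inhibition above the screen mean inhibition plus 3 SD, computed separately per campaign, cut at about 18% in these data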;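 note: inhibitors lower polarization as less probe binds the enzyme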
PME-1 primary – blocks human protein phosphatase methylesterase 1 | inhibition, % at 5.9 µM | Q9Y570 | 320,000 tested, 0.53% active | AID 2130 | recombinant PME-1, FP-Rh probe fluorescence polarization;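 active = inhibition above the campaign mean of all compounds plus 3 SD, cut at about 26% in these data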;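 note: competitive labeling of PME-1 active site by serine hydrolase directed probe; 0% = PME-1 with DMSO and 100% = wells lacking PME-1 enzyme; inhibitors block probe labeling so polarization falls and inhibition rises; many of its hits are not listed in these tables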
Target sequence (Q9Y570 whole entry, looked up): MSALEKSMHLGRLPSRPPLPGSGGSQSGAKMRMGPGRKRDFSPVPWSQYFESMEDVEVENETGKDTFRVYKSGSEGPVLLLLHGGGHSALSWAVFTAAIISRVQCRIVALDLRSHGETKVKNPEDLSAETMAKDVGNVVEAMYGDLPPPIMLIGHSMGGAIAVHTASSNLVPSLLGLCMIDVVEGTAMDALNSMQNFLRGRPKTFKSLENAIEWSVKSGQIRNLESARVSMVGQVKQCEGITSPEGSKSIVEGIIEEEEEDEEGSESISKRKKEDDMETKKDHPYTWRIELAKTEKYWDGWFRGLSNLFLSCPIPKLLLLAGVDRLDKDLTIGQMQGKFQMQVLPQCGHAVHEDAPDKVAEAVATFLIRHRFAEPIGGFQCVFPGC
Efflux pump mplx – inhibitors of Candida antifungal efflux pumps expressed in yeast; S. cerevisiae Candida pump triplex, Nile Red efflux; inhibition, % at 10 µM; 330,000 tested, 0.44% active; AID 485275;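 active = plate passing quality check with inhibition over a set limit, or well fluorescence over plate mean plus 4 SD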;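 note: Nile Red retained in pooled yeast measured as flow cytometry median fluorescence; 0% = buffer negative control and 100% = Enniatin B positive control; higher means more Nile Red kept so more efflux inhibition; some compounds called inactive have numbers as strong as hits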
MCL1-BIM inh – MCL1-BIM-BH3 interaction inhibition (human); Q07820; GST-MCL1 / FITC-Bim-BH3 fluorescence polarization; inhibition, % at 10.9 µM; 320,000 tested, 0.68% active; AID 2057;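 active = inhibition above the mean inhibition of all tested compounds plus 3 SD, set per campaign, cut at about 40% in these data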;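 note: 0% = DMSO wells and 100% = unlabeled Bim-BH3 peptide control; higher means more loss of mP so more displacement of Bim peptide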
GLD-1 TGE inh – GLD-1-TGE RNA interaction inhibition (C. elegans). Q17339. purified GLD-1 + fluorescein TGE RNA, fluorescence polarization. inhibition, % at 5.96 µM. 320,000 tested, 0.44% active. AID 2280;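 active = percent inhibition above a per-plate cutoff, the plate mean of test compounds plus 3 SD, cut at about 30% in these data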;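 note: 0% = DMSO wells with GLD-1 and probe and 100% = wells lacking GLD-1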
Bcl-xL primary – Bcl-xL (human) inhibition | GST-Bcl-xL / FITC-Bim BH3 peptide fluorescence polarization | inhibition, % at 10.9 µM | 320,000 tested, 0.7% active;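 active = inhibition above the mean of all tested compounds plus 3 SD, cutoff set per campaign, cut at about 30% in these data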;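 note: 0% = DMSO wells and 100% = unlabeled Bim-BH3 peptide competitor; inhibitors lower millipolarization by displacing the labeled peptide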
VLA-4 inh – inhibition in a human VLA-4 binding assay. inhibition, % (about 7 µM as worked out from the volumes in the protocol). VLA-4 expressing cells, ligand binding flow cytometry. P13612. 330,000 tested, 0.2% active. AID 2557; in the data active = inhibition above about 50%
MEX-5 binding – C. elegans MEX-5 TCR-2 RNA binding activity | activity score (negative = inhibition of binding), % at 10 µM | Q9XUB2 | 300,000 tested, 0.38% active | MEX-5/FITC-TCR2 RNA binding, fluorescence polarization; hits give low values | AID 1832;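 active = inhibition past about -25% in most replicates, and total fluorescence under double the plate's negative control median, limit read from the data; inconclusive = replicates evenly split on the limit, or fluorescence at least double controls; inactive = too little inhibition in most replicates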;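 note: 0% = DMSO and -100% = 5 µM competing unlabeled TCR2 RNA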
GRK2 inh – human GRK2 inhibition via aptamer displacement | inhibition of aptamer binding, % at 10 µM | 330,000 tested, 0.59% active | AID 488847 | bead flow cytometry, FAM-aptamer displacement from GRK2;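 active = inhibition of aptamer binding above 40%, roughly 3 SD of noise, on plates passing a quality check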;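 note: median bead fluorescence of bound FAM aptamer so fluorescent compounds give negative values; no value below 0 was filed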
Target sequence (P25098 whole entry, looked up): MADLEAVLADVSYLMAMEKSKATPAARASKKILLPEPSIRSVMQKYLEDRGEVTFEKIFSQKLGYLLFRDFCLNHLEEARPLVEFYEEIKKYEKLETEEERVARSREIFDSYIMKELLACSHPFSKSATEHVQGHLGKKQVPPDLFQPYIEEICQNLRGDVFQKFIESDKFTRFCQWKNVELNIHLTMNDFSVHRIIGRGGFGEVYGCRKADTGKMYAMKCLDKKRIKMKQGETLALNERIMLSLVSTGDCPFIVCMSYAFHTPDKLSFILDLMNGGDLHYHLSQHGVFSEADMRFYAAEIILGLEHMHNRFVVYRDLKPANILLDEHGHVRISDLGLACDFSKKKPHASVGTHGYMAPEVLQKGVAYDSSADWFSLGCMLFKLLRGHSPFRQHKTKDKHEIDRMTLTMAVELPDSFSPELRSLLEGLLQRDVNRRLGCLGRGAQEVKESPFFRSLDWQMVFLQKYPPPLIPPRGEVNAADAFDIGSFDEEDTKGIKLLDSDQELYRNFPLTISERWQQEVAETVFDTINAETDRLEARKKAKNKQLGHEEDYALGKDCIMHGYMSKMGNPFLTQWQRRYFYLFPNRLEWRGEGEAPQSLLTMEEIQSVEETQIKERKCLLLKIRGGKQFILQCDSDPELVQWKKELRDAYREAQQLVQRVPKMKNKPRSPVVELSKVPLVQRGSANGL
An asterisk follows results filed as active; ? = inconclusive; · = not tested or not shown.

canonical_smiles	Fam108B inh	PME-1 primary	Efflux pump mplx	MCL1-BIM inh	GLD-1 TGE inh	Bcl-xL primary	VLA-4 inh	MEX-5 binding	GRK2 inh
O=c1ccc2ccccc2n1Cc1cccc(F)c1	-1.9	0.6	-0.3	0.5	-8.5	2.6	7.3	3.7	1.0
CC1CCCCN1S(=O)(=O)c1ccc(C(=O)Nc2nnc(-c3ccco3)o2)cc1 (stereo not given)	1.1	-0.7	0.1	7.4	4.2	6.0	10.8	-1.1	0.0
COc1ccc(OC)c(S(=O)(=O)N(C)CC(=O)N2CCN(c3cccc(Cl)c3)CC2)c1	-3.9	-6.1	0.1	-1.8	-1.7	2.0	-5.6	-1.6	0.0
O=C(Nc1ccc(N2CCN(C(=O)c3ccc(Cl)cc3)CC2)cc1)c1cccnc1	0.5	-1.1	-0.1	6.3	-1.7	8.8	-0.4	2.2	0.0
CC(CCc1ccccc1)NC(=O)C(=O)NCc1ccccc1 (stereo not given)	0.5	-3.9	0.1	8.1	3.7	5.7	2.5	1.1	0.0
O=C(Cc1ccc(Cl)c(Cl)c1)OCC(=O)c1ccc[nH]1	1.4	2.4	0.3	-3.5	0.2	2.6	-7.8	-0.5	3.0
CN1CCN(c2ncnc3sc(-c4ccccc4)cc23)CC1	-4.6	-1.8	0.4	9.0	1.3	-1.9	4.1	1.3	0.0
NC(=O)c1ccc(NC(=O)CCCN2C(=O)c3ccccc3C2=O)cc1	1.6	-1.5	0.0	6.5	2.1	7.9	5.2	1.8	0.0
CN(C)C(=O)C1CCC(=O)N1Cc1cccs1 (stereo not given)	-0.1	0.5	0.1	0.8	-0.2	2.1	8.8	-1.3	0.0
Cc1ccc(CCNC(=O)CN(C)S(=O)(=O)c2ccc3c(c2)n(C)c(=O)c(=O)n3C)cc1	0.9	-0.1	0.3	6.6	2.4	0.0	2.7	-0.7	0.0
COc1ccc(C(=O)Nc2ccc(NC(=O)c3cccc(F)c3)cn2)cc1	-3.8	-3.2	-0.4	-13.2	1.4	-5.6	-8.0	-1.4	0.0
COc1ccc(C(=O)[C@H]2[C@H]3C(=O)N(c4ccc(C)cc4)C(=O)[C@H]3C3C=CC=NN32)cc1 (stereo not given in full)	-7.2	-6.9	0.0	15.7	10.5	18.4	4.4	2.0	0.0
CSc1ccc(S(=O)(=O)NCc2ccc(Cl)cc2)cc1	-0.8	6.5	0.0	6.2	-21.9	-0.2	9.0	0.8	0.0
Cc1ccc(OC(C)C(=O)N(Cc2cccs2)C2CCS(=O)(=O)C2)cc1C (stereo not given)	-5.4	1.1	0.0	2.6	2.9	1.5	-1.5	2.5	0.0
NNc1nc2ccccc2nc1C(F)(F)F	2.0	4.1	0.0	-5.5	-0.6	-4.7	1.9	-1.2	0.0
O=C1NCC(=O)N(Cc2ccccc2)/C1=C/c1ccccc1	-0.4	-0.3	0.1	1.3	-8.8	-2.5	6.5	0.0	1.0
O=C(CSc1nc2ccccc2o1)N1c2ccccc2Sc2ccc(C(F)(F)F)cc21	-6.6	-15.8	0.6	-4.9	4.2	-0.1	-1.7	0.1	5.0
O=C(CN1C(=O)S/C(=C\c2ccc(F)cc2)C1=O)Nc1cccc(S(=O)(=O)NCc2ccco2)c1	-22.2	-41.1	-0.2	2.3	1.6	-0.2	30.8	-4.0	0.0
CCc1oc(C(=O)OC)cc1CSC(=N)N	-0.9	-1.5	-0.1	-0.2	1.5	1.5	0.0	1.6	0.0
CC(C)C(=O)Nc1ccc(C(=O)NCc2cccnc2)cc1	-1.3	-2.1	-0.1	3.7	4.0	5.5	-2.1	0.5	0.0
CCc1nnc(NS(=O)(=O)c2ccc(NC(=O)/C=C/C(=O)O)cc2)s1	1.7	-0.4	0.2	12.5	0.0	11.3	5.7	-0.7	1.0
CC(NC(=O)c1cc([N+](=O)[O-])cc([N+](=O)[O-])c1)c1ccc(-n2ccnc2)cc1 (stereo not given)	-0.3	-6.2	0.0	11.2	-2.3	5.3	-5.3	2.2	0.0
Cc1ccc(C)c(NC(=O)CN(C)C(=O)c2cc3ccccc3oc2=O)c1	·	·	-0.1	·	-0.6	·	-10.2	·	0.0
COc1ccc(C(=O)c2sc(Nc3ccccc3)nc2C)cc1	-4.9	4.0	0.1	-0.8	-3.8	2.3	-8.8	-4.0	1.0
O=C(CSc1nc(-c2cccs2)cc(C(F)(F)F)n1)NCCCN1CCOCC1	1.1	-0.9	0.1	5.2	3.6	1.8	0.1	-1.4	0.0
Cc1ccc(Oc2nc3c(c(=O)n(Cc4ccccc4F)c(=O)n3C)n2C)cc1	-1.7	-2.5	-0.1	3.9	7.7	5.8	8.4	1.2	2.0
CC(=O)Nc1cccc(C(=O)N2CCC(n3nccc3NC(=O)CC(C)C)CC2)c1	4.7	0.6	0.2	1.7	3.1	0.3	1.1	1.5	2.0
Cc1c(C(=O)N(Cc2ccccc2Cl)C2CCS(=O)(=O)C2)oc2ccccc12 (stereo not given)	-3.4	2.5	0.0	0.1	5.4	0.3	-4.6	-1.7	2.0
CC1C2CC(C(CN(C)C)/C2=N/O)C1(C)C (stereo not given)	2.0	0.1	-0.1	-3.5	8.0	0.5	2.8	1.2	1.0
COc1cccc(C(=O)c2c[nH]c(C(=O)NCc3cccs3)c2)c1	-3.9	-9.2	-0.1	-8.0	6.5	-4.7	17.9	0.1	0.0
COc1ccc(-c2cc(C(=O)N3CCC3)c3ccccc3n2)cc1OC	2.3	-0.5	-0.1	2.7	7.9	4.4	-3.8	-1.9	0.0
O=C(O)c1[nH]c2ccc(Cl)cc2c1CCN1C(=O)c2ccccc2C1=O	2.8	2.3	-0.1	-5.8	3.3	2.5	9.4	1.3	1.0
O=C(Nc1nc2ccsc2c(=O)s1)c1ccco1	-1.7	1.8	0.1	6.2	-7.2	4.0	6.3	-3.9	38.0
Cc1nc2ccccn2c1CN(C)C(=O)C1CCC(=O)N(Cc2cccc(F)c2)C1 (stereo not given)	-1.3	10.0	0.0	-0.9	2.4	0.3	-1.8	·	2.0
Cn1c(Cc2ccc(Cl)cc2)nnc1SCC(=O)NC1CC1	-4.6	-1.4	0.0	-3.2	6.3	-1.4	-6.5	1.2	1.0
C=CC1=C(C(=O)O)N2C(=O)[C@@H](NC(=O)/C(=N/OCC(=O)O)c3csc(N)n3)[C@H]2SC1	7.3	-2.8	0.0	6.1	-0.2	-2.2	2.3	-6.0	0.0
CCCCCCCCCCCCN1[C@@H](CC(C)=O)c2cc(C(F)(F)F)ccc2S1(=O)=O	-4.6	-0.9	·	7.8	6.5	2.0	·	2.7	·
Cc1ccc(-c2cc(-c3ccccc3Cl)[nH]n2)c(O)c1	-1.1	-7.8	0.2	-3.9	-0.9	-2.2	12.1	2.9	1.0
CC1(C)SC2c3ccccc3C(=O)N2[C@@H]1C(=O)NC1CCCC1 (stereo not given in full)	0.1	0.1	-0.1	7.1	9.0	9.5	3.3	-1.0	0.0
Cc1nnsc1C(=O)NC(=O)Nc1ccc(F)c(Cl)c1	-1.8	-1.9	-0.1	10.2	2.7	4.6	-2.2	0.2	4.0
CN(C)c1ccc(P(=O)(OC2CCCCC2)C(Nc2ccccc2)c2cccnc2)cc1 (stereo not given)	1.8	-1.4	-0.1	2.6	0.8	6.1	10.3	2.0	1.0
O=C(OCC(=O)N1CCCc2ccccc21)c1ccccc1NCCO	2.3	1.3	-0.1	-3.6	4.1	-0.9	-2.3	0.8	5.0
N/C(=N\OS(=O)(=O)c1ccccc1)c1ccccn1	1.2	-2.2	0.1	4.5	0.7	8.0	-3.2	-3.7	0.0
O=C(Nc1ccccc1F)C1COc2ccccc2O1 (stereo not given)	-1.4	1.5	0.0	0.2	2.2	1.3	5.9	1.0	1.0
CN(C(=O)COC(=O)CCC(=O)c1ccc(F)cc1)C1CCCCC1	·	·	0.3	·	-2.9	·	2.6	·	1.0
CN(C)/C=c1\sc2c(C#N)cc(C(=O)c3ccc(Br)cc3)n2c1=O	-5.2	2.2	0.1	2.2	-1.8	0.9	-2.3	?	0.0
Cc1cc(NC(=O)CSc2nnc(-c3ccc(Cl)s3)o2)no1	10.4	0.3	0.0	10.6	-0.7	0.3	0.4	-0.4	0.0
Cc1cc(C(=O)OCC(=O)Nc2cccc(S(=O)(=O)N3CCOCC3)c2)c(C)o1	-1.7	2.7	0.0	-11.9	-0.6	2.2	-11.6	-1.4	0.0
COc1cc(C)ccc1OCC(=O)Nc1ccc2c(c1)OCO2	·	-4.5	0.1	-4.2	-1.7	-3.2	25.5	·	0.0
CCOC(=O)CSc1nc(-c2ccccc2)nc2ccccc12	-5.7	-0.5	-0.1	0.7	4.8	3.0	1.8	-1.4	0.0
CCOC(=O)C1=C(C)Nc2nc(C)nn2C1c1cc(OC)ccc1OC (stereo not given)	4.2	-0.9	-0.2	1.2	-2.9	3.4	6.8	1.6	2.0
CC(NC(=O)OCc1ccccc1)c1ccccc1 (stereo not given)	2.2	-4.4	0.0	3.9	-0.3	6.2	1.4	0.9	2.0
CCn1c(SCC(=O)c2ccc3ccccc3c2)nnc1-c1cccs1	-6.8	-2.8	0.1	-7.5	-3.3	0.5	2.2	0.5	0.0
Cc1ccc(S(=O)(=O)Nc2nc(CN3CCOCC3)nc3sc(C)c(C)c23)cc1	·	3.7	0.0	-16.1	-15.1	-13.7	-11.3	·	4.0
NC(=O)c1ccc(NC(=O)CN2C(=O)NC3(CCCCCCC3)C2=O)cc1	·	·	-0.1	·	0.2	·	-9.2	·	1.0
Cc1ccc(Cn2c(Cc3ccccc3)nc3ccccc32)cc1	6.3	-4.8	0.1	-0.2	2.2	-2.9	-3.1	0.2	96.0*
Cn1c(CNc2nc(-c3ccccc3)cs2)nnc1SCC(=O)OC1CCCCC1	-4.7	2.5	0.1	-6.8	0.6	-0.4	3.1	3.3	2.0
O=C(COC(=O)CCOc1ccccc1)NCCC1=CCCCC1	-1.4	-13.3	0.2	-0.9	-5.8	-0.7	-4.7	-0.5	0.0
Cn1c(=O)[nH]c(=O)c2c1nc1n2CCCS1	0.5	-4.0	0.0	-2.5	9.0	0.3	4.1	-0.2	0.0

Arranged by length of the SMILES (low to high): part of the list above
canonical_smiles	Fam108B inh	PME-1 primary	Efflux pump mplx	MCL1-BIM inh	GLD-1 TGE inh	Bcl-xL primary	VLA-4 inh	MEX-5 binding	GRK2 inh
Cn1c(=O)[nH]c(=O)c2c1nc1n2CCCS1	0.5	-4.0	0.0	-2.5	9.0	0.3	4.1	-0.2	0.0
O=C(COC(=O)CCOc1ccccc1)NCCC1=CCCCC1	-1.4	-13.3	0.2	-0.9	-5.8	-0.7	-4.7	-0.5	0.0
NC(=O)c1ccc(NC(=O)CN2C(=O)NC3(CCCCCCC3)C2=O)cc1	·	·	-0.1	·	0.2	·	-9.2	·	1.0

Shown as a hit in GRK2 inh (from the list above):
Structure	PME-1 primary	Efflux pump mplx	MCL1-BIM inh	GLD-1 TGE inh	Bcl-xL primary	VLA-4 inh	MEX-5 binding	GRK2 inh
Cc1ccc(Cn2c(Cc3ccccc3)nc3ccccc32)cc1	-4.8	0.1	-0.2	2.2	-2.9	-3.1	0.2	96.0*

The list is partial (hit frequency here may not be typical).
